# High-throughput results as filed in PubChem.
# aSyn tox rescue: qHTS of alpha-syn Inhibitors: NCGC Sytravon Library Screen; S. cerevisiae alpha-synuclein toxicity rescue, BacTiter-Glo growth, 24 h; Potency, µM (doses to about 46.1 µM), inactives show at the top dose growth rescue (activation), actives largely listed as activators; 0.02% of 94,000 active; active = well fitted activation curve with a large enough effect; inconclusive = small, poorly fitted or top-dose-only effect; also: 0% is about no effect
#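 Growth restoration measured by BacTiter-Glo luminescence after 24 hr at 30 deg C; alpha-synuclein yeast, raffinose-pregrown to mid-log, were added at OD600=0.02 in galactose medium onto pinned compounds.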
# * marks the source's active call; other numbers are inactive results; ? = inconclusive; & = joins results of further samples. Potency is read from the fitted curve at half-maximal effect. Only part of the results is shown; count on the stated rates, not on these rows.
# The opening two records as a preview:
SMILES,aSyn tox rescue
Cc1ccccc1NC(=O)CSc1nc2[nH]c(=O)cc(O)c2s1,-10%
Cc1ccc(S(=O)(=O)N2CCCc3cc(NC(=O)c4cccc(Cl)c4)ccc32)cc1,4%

# Main list, repeating the preview:
SMILES,aSyn tox rescue
Cc1ccccc1NC(=O)CSc1nc2[nH]c(=O)cc(O)c2s1,-10%
Cc1ccc(S(=O)(=O)N2CCCc3cc(NC(=O)c4cccc(Cl)c4)ccc32)cc1,4%
CCOC(=O)C1=C(CN(C)Cc2ccccc2)NC(=O)NC1c1ccc(OC(C)C)cc1 (stereo unspecified),9%
COc1ccc(-c2nc(CSCC(=O)N3CCN(c4cccc(C)c4)C(C)C3)c(C)o2)cc1OC (stereo unspecified),2%
COc1ccc(OCC(=O)N2CCC(c3nc4ccccc4s3)CC2)cc1,8%
COc1ccc(-c2cc(C(F)(F)F)nc(NCc3cccs3)n2)cc1,-4%
Cc1cc(C)n2nc(SCC(=O)Nc3ccccc3C)nc2n1,-11%&-1%
COc1ccc(CCNC(=O)CCC(=O)N2CCOc3ccc(C)cc32)cc1OC,-8%
COc1ccc(S(=O)(=O)N2CCC(C(=O)N3CCN(C)CC3)CC2)cc1OC,3%
O=C(O)C(O)C(O)c1nc2ccccc2[nH]1 (stereo unspecified),-8%
Cn1nc(C(F)(F)F)c(-c2ccccc2)c1NC(=O)CSCC(=O)O,-4%
CCOC(=O)c1c(NC(=O)COC(=O)c2ccc([N+](=O)[O-])cc2)sc(C(=O)N(C)C)c1C,-4%
Cc1onc(-c2ccccc2Cl)c1C(=O)N1CCC(C)CC1,13%
Cc1ccc2c(CNC3CCCCC3)c(C(=O)O)n(Cc3ccc(F)cc3)c2c1,-1%
C[C@H]1CN([C@@H](C)CO)C(=O)c2cc(C3=CCCC3)cnc2O[C@@H]1CN(C)C(=O)c1ccncc1,-7%
O=C(Cn1c(=O)n(-c2ccc(Cl)cc2)c(=O)c2sc3ccccc3c21)NC1CCCC1,-5%
COc1ccc(-c2nc3ncccc3o2)cc1NC(=O)c1ccco1,12%
O=C(CSc1nc(=O)n(Cc2ccccn2)c2c1CCC2)Nc1ccccc1,-1%
COc1ccc(NC(=O)c2cc(C(C)=O)n3ccccc23)cc1,20%
CC(C)Cn1c(-c2ccc(S(=O)(=O)N3CCCC3)cc2)csc1=Nc1ccccc1,-3%

# Filtered by structure, those above with a thiophene ring, fused or not
SMILES,aSyn tox rescue
COc1ccc(-c2cc(C(F)(F)F)nc(NCc3cccs3)n2)cc1,-4%
CCOC(=O)c1c(NC(=O)COC(=O)c2ccc([N+](=O)[O-])cc2)sc(C(=O)N(C)C)c1C,-4%
O=C(Cn1c(=O)n(-c2ccc(Cl)cc2)c(=O)c2sc3ccccc3c21)NC1CCCC1,-5%

# New compounds follow.
SMILES,aSyn tox rescue
COc1ccc(NC(=O)CN(C)C(=O)c2cc(S(=O)(=O)N3CCCCCC3)ccc2OC)cc1,-4%
CC1=C(C(=O)Nc2cc(Cl)ccc2C)C(c2sccc2C)n2ncnc2N1 (stereo unspecified),0%
CCOC(=O)c1cc(OC(=O)c2cc(OC)c(OC)c(OC)c2)n(-c2ccccc2)n1,5%
Cc1ccc(S(=O)(=O)CC(=O)N2CCN(c3nc4c(F)cccc4s3)CC2)cc1,4%
CCc1ccccc1N(C)S(=O)(=O)c1ccc2[nH]cc(C(=O)NCCOC)c(=O)c2c1,2%
CCOc1cc(/C=N/NC(=O)c2cccnc2)ccc1OC(=O)c1ccco1,-4%
CCn1cc(C(=O)O)c(=O)c2cc(F)c(N3CCN(C(=S)NC(=O)c4c(OC)cccc4OC)CC3)cc21,-7%
CNC(=S)NCCCc1ccccc1,-2%
O=C(Nc1cccc(C(F)(F)F)c1)Oc1ccccc1N1CCOCC1,-8%
CSc1ncc(Cl)c(C(=O)Nc2ccc(S(=O)(=O)N3CCCC(C)C3)cc2)n1 (stereo unspecified),-10%
COc1ccc(OC)c(CCNC(=O)c2sc3nc4n(c(=O)c3c2C)CCCC4)c1,-4%
COc1ccccc1S(=O)(=O)N(C)C[C@@H]1Oc2cc(C#CCC(C)C)ccc2S(=O)(=O)N([C@H](C)CO)C[C@@H]1C,13%
COc1ccc(NC(=S)NCCCN2CCCC2)cc1Cl,-3%
O=C(Cn1cnc2nc3c(cc2c1=O)CCCC3)Nc1ccc(F)cc1Cl,3%
CC(=NNC(N)=S)c1ccc2cc3c(cc2c1)OCO3,-8%
Cc1c(C(=O)OC2CCC(C)CC2)[nH]c2c1C(=O)CC(c1ccccc1Cl)C2 (stereo unspecified),0%
COc1ccccc1C(c1c(O)cc(C)n(Cc2ccco2)c1=O)N1CCCCC1 (stereo unspecified),5%
Cc1cccc(C(=O)Nc2cc3c(cc2N2CCCCC2)n(C)c(=O)c(=O)n3C)c1,-3%
O=C(CCN1C(=O)c2ccccc2S1(=O)=O)Nc1ccc(F)c(F)c1F,-5%
Cc1cccn2c(=O)cc(COc3cccc(NC(=O)c4ccccc4F)c3)nc12,-9%

# Two entries from above, as tab-separated lines:
mol	aSyn tox rescue
Cc1ccc(S(=O)(=O)CC(=O)N2CCN(c3nc4c(F)cccc4s3)CC2)cc1	4%
CCc1ccccc1N(C)S(=O)(=O)c1ccc2[nH]cc(C(=O)NCCOC)c(=O)c2c1	2%

# Single values from the entries so far.
# Reading for O=C(Cn1c(=O)n(-c2ccc(Cl)cc2)c(=O)c2sc3ccccc3c21)NC1CCCC1 under aSyn tox rescue: -5%
# Reading for CCn1cc(C(=O)O)c(=O)c2cc(F)c(N3CCN(C(=S)NC(=O)c4c(OC)cccc4OC)CC3)cc21 under aSyn tox rescue: -7%

# The listing continues:
SMILES,aSyn tox rescue
O=C(COc1ccccc1Cl)Nc1nc2c(s1)CCCC2,1%
CCOc1ccc(NC(=O)CSc2nccn2C2CCCC2)cc1,2%
CCOc1ccccc1NC(=O)COC(=O)c1cc(C(=O)OC)cc([N+](=O)[O-])c1,-12%
Cc1cccc(-n2ncc3c(N4CCN(CCO)CC4)ncnc32)c1,-7%
COc1cc(NC(=O)c2cccc(C)c2)ccc1NC(=O)c1cc2ccccc2o1,-7%
CCn1c(SCC(=O)NC(=O)NC(C)(C)C)nc2ccccc21,18%
CCN(c1ccccc1)S(=O)(=O)c1ccc(NC(=O)c2cc(=O)c3c(C)cc(C)cc3o2)cc1,5%
CSc1ccc(S(=O)(=O)NCC(=O)OCC(=O)N(Cc2ccccc2)C(C)C)cc1[N+](=O)[O-],3%
CC(=O)Oc1ccc(-c2csc(Nc3ccccn3)n2)cc1,-23%
Cc1snc(SCC(=O)c2ccc([N+](=O)[O-])cc2)c1C#N,-6%
O=C(N/N=C/c1cc([N+](=O)[O-])ccc1Cl)c1cnccn1,-12%
CC(C)CCNC(=O)CSc1c2c(nc3ccc(Cl)cc13)CCCC2,6%
CCN(CC(=O)Nc1ccc(C(=O)OC)cc1)C1CCCCC1,5%
CCOc1ccc(CCNC(=O)CS(=O)Cc2nc(-c3ccc(C)cc3)oc2C)cc1OCC (stereo unspecified),4%
COc1ccc(Nc2c(-c3ccc(C)o3)nc3cc(C)ccn23)cc1,-11%
CCCNc1nc(Cl)nc(NC(C)(C)C)n1,1%
CCOC(=O)c1c(NC(C)=O)c2c3c(sc2n1Cc1c(C)cc(C)cc1C)CCCC3,-4%
CCOC(=O)c1c(C)oc2nc(C)nc(N3CCN(c4ccc(OC)cc4)CC3)c12,-4%
O=[N+]([O-])c1cc2c(cc1Br)-c1ccccc1C2,7%
COc1ccc(C(CC(=O)Nc2ccc(OC)c(OC)c2)N2Cc3ccccc3C2=O)cc1 (stereo unspecified),2%
COc1ccc(NC(=O)C2CCC(CNS(=O)(=O)c3ccc4c(c3)C(C)(C)C(=O)N4C)CC2)cc1 (stereo unspecified),1%
Cc1oc(-c2cccs2)nc1CS(=O)CC(=O)NC1CCCCCC1 (stereo unspecified),-4%
COc1ccc(-c2cnc(C)o2)cc1S(=O)(=O)Nc1ccc(OC(F)(F)F)cc1,0%
CCN(CC(=O)NCc1ccc(Cl)cc1)C(=O)COc1cccc(Cl)c1,3%
Cc1ccc(C)c(CN2CCC(CNC(=O)Cn3ncc4c([nH]c5ccccc54)c3=O)CC2)c1,0%
Cc1nc(NC(=O)c2cccc(-c3cc4ccccc4oc3=O)c2)ccc1Br,0%
O=C(COC(=O)c1ccc(Cl)nc1)Nc1ccc(Cl)cc1,-8%
Cc1ccc(NC(=O)C(=O)NCC(c2cccnc2)N2CCN(Cc3ccccc3)CC2)cc1Cl (stereo unspecified),3%
O=C1C2C3C=CC(CC3)C2S(=O)(=O)C2C3C=CC(CC3)C12 (stereo unspecified),-1%
COc1ccccc1/C=C/C(=O)Nc1nc2n(n1)C(c1ccc(F)cc1)C=C(c1ccccc1)N2 (stereo unspecified),5%
CC1CCN(S(=O)(=O)c2cc(C(=O)NCCc3ccccc3)n(C)c2)CC1,3%
CCCCNc1nc2c(-c3ccccc3)nnn2c2ccccc12,4%
O=S(=O)(NCc1ccccc1)c1ccc(-c2cnc(C3CC3)o2)cc1,-12%
COc1ccccc1CNC(=O)c1ccc(-n2c(C)cc3c2CCCC3)cc1,3%
CCN(CC(=O)Nc1c(F)cccc1F)C(=O)c1cccc(-n2cccc2)c1,8%
CCOC(=O)c1c(-c2ccccc2)oc2ccc(OCC(=O)O)cc12,4%
CCOc1ccc(N=Cc2ccc(N(C)C)cc2)c(O)c1,-25%
Cc1ccc(CN(C)C(=O)c2ccc(S(=O)(=O)N3CCCCCC3)cc2)o1,-5%
Cc1c(NC(=O)C2CCN(S(=O)(=O)c3cccs3)CC2)c(=O)n(-c2ccccc2)n1C,-4%
CCN1C(C(=O)c2ccccc2)=C(OC(=O)COc2ccccc2)c2ccccc2S1(=O)=O,?
CC1(C)CC2CC(C)(CN2S(=O)(=O)c2ccc(C(=O)Nc3cccc(S(=O)(=O)N4CCOCC4)c3)cc2)C1 (stereo unspecified),-10%
Cc1ccc(-c2cnc3c(c2)C(=O)N([C@H](C)CO)C[C@@H](C)[C@@H](CN(C)C(=O)Cc2ccccc2)O3)cc1,-1%
CCOc1ccc(OCC(=O)N2CCN(S(=O)(=O)c3ccccc3)CC2)cc1,1%
COc1ccc(NC(=O)c2c(NCc3cccs3)sc3c2CCCCC3)c(OC)c1,25%
COCCCN1C(=O)C(CC(=O)NCC2CCCCC2)CC(C(=O)N2CCOCC2)=C1C (stereo unspecified),5%
Cc1ccc(Cl)cc1NC(=O)CN1C(=O)c2cccc3cccc1c23,3%
Cc1c(C(=O)OC2CCCC2)[nH]c2c1C(=O)CC(c1ccc(C(C)(C)C)cc1)C2 (stereo unspecified),-1%
Cc1cc(O)c(-c2cc(C(=O)NCCc3ccc(S(N)(=O)=O)cc3)[nH]n2)cc1C,-6%
COc1cc(C(=O)NCC(=O)N/N=C\C(C)=C/c2ccccc2)cc(OC)c1OC,1%
COc1ccc(CCNC(=O)CCCn2c(=O)c3ccccc3n(Cc3ccccc3C)c2=O)cc1OC,6%
O=C(Cc1ccc(NC(=O)N2CCSc3ncccc32)cc1)NCc1ccccc1Cl,-1%
CCN(CC)C(=O)C1=C(C)N(CCCOC)C(=O)C(CC(=O)NCc2cccc3ccccc23)C1 (stereo unspecified),11%
COc1ccccc1C(=O)NC1(C(F)(F)F)C(=O)Nc2c1c(=O)[nH]c(=O)n2CCc1ccccc1 (stereo unspecified),-5%
CN(C)S(=O)(=O)c1ccc(N2CCCC2)c(C(=O)NC2CCCCC2)c1,2%
Cn1c(=O)oc2cc(S(=O)(=O)N3CCCC(C(=O)N4CCN(c5ccc(Cl)cc5)CC4)C3)ccc21 (stereo unspecified),4%
COc1ccc(CN(C)CC(O)COC(c2ccc(OC)cc2)c2ccc(OC)cc2)cc1 (stereo unspecified),1%
CC(=O)Nc1ccc(S(=O)(=O)Nc2nc3ccccc3nc2Nc2cccc(S(N)(=O)=O)c2)cc1,?
CCS(=O)(=O)N1CCCc2cc(C(=O)Nc3cc([N+](=O)[O-])ccc3C)ccc21,6%
O=C(NCc1ccccc1F)C(=O)NCC(c1ccc2c(c1)OCO2)N1CCOCC1 (stereo unspecified),4%
O=C(/C=C/c1ccncc1)c1cc(Cl)ccc1O,7%
# The list goes on:
SMILES,aSyn tox rescue
CCC(=O)N1CCc2cc(Br)cc(S(=O)(=O)CCC(=O)NCCc3cccc(C)c3)c21,5%
CC(C)c1ccc(NC(=O)CCNS(=O)(=O)c2ccc3c(c2)oc(=O)n3C)cc1,4%
Cc1cccc(-n2c(-c3ccccc3)cn3c4c(=O)[nH]c(=O)n(C)c4nc23)c1,-9%
CCOC(=O)CNC(c1ccccc1)c1cc(Br)ccc1NC(=O)c1cccc(Cl)c1 (stereo unspecified),2%
Cc1ccc(S(=O)(=O)NCC(=O)N(CC(=O)NCc2ccco2)Cc2ccccc2)cc1,1%
Cc1ccc2nc(-c3ccc(NC(=O)COc4ccccc4)cc3)sc2c1,-5%
Cc1cccc2cc3cccc(C)c3nc12,-4%
Cc1cc(=O)oc2c3c(cc(OCC(=O)NCc4ccncc4)c12)OC(C)(C)CC3,4%
Cc1ccc(S(=O)(=O)Nc2cc(-c3ccccc3)nn2C)cc1,11%
